Vif-APOBEC3F blk – blocks the Vif interaction with APOBEC3F. HeLa A3F-eYFP + Vif (tagged APOBEC3F with the HIV-1 protein that degrades it), YFP fluorescence increase. 390,000 tested, 0.2% active. AID 602313. Potency, µM (top dose mostly 46.1 µM), inactives show at the highest dose activity, negative = active; note: potency is the fitted concentration of half-maximal effect; % of control where 0% means no effect; nearly all actives have a fitted effect of over 65% in size
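HeLa cells stably expressing Vif plus C-terminally eYFP-tagged A3F were seeded, incubated overnight at 37 deg C, dosed with compound, incubated overnight again at 37 deg C. Yellow fluorescence (Ex 488/Em 500-530) reported blocked Vif-mediated A3F-eYFP degradation.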
Vif-A3G inh – Vif-A3G binding inhibition; Q9HC16; HeLa A3G-eYFP + Vif (tagged APOBEC3G with the HIV-1 protein that degrades it), YFP fluorescence, overnight; Potency, µM (highest dose often 46.1 µM), for the others: at the highest dose activity, negative = active, usual class: inhibitors; 410,000 tested, 0.076% active; AID 602310;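 note: potency is the fitted concentration of half-maximal effect; % is set by controls: 0 for no effect and ±100 for the full control effect; nearly all actives have a fitted effect of over 60% in size; hits raise eYFP signal because A3G escapes Vif-driven loss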
Target sequence (Q9HC16 whole entry, looked up): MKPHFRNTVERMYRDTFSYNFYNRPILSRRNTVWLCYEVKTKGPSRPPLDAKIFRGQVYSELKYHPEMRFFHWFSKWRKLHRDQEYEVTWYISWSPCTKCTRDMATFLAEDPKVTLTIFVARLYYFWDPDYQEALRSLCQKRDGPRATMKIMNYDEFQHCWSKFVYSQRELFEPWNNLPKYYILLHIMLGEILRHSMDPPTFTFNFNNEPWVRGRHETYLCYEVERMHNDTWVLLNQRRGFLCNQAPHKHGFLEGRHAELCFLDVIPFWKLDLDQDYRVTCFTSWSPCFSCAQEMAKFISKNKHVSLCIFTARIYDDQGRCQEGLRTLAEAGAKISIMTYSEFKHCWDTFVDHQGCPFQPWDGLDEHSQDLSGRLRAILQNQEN
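HeLa cells stably expressing Vif and C-terminally eYFP-tagged A3G, seeded overnight at 37 deg C, then exposed to compound by pintool overnight at 37 deg C. Rise in yellow fluorescence (Ex 488/Em 500-530, Acumen) marks blocked Vif-driven A3G degradation.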
D2 agonist – agonists of human D2 dopamine receptor | P14416 | HEK293 T-REx D2 cells, calcium flux agonist mode | activation, % at 2 µM | 340,000 tested, 0.53% active | AID 485358;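 active = activation over 3 SD above normal in the single-dose calcium agonist read, cut at about 30% in these data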; note: 0% is about no effect
Target sequence (P14416 whole entry, looked up): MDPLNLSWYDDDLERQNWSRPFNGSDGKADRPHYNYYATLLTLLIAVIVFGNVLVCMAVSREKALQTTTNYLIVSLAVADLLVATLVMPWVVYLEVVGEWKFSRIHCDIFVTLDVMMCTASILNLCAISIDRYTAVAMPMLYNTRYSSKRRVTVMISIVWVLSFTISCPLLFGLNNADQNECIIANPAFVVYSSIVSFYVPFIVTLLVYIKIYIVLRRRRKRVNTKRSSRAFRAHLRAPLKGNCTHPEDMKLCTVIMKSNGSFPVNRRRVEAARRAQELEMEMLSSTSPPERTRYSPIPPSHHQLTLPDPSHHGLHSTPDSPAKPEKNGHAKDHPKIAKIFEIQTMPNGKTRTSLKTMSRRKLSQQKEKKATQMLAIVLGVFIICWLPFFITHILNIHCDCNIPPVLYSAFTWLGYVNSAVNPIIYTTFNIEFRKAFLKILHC
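Agonism scored from kinetic calcium signal (1 read/sec, 180 s) following compound pin transfer, after a 10 s baseline. Cells: HEK293 Trex line expressing inducible D2 receptor coupled to calcium, dye-loaded after overnight culture at 30 C.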
12-LOX inh – ALOX12 (human) lipoxygenase inhibition | P18054 | purified 12hLO, xylenol orange hydroperoxide absorbance | Potency, µM (titrated, usually from 108 µM), for inactives: at the highest dose activity change, negative = inhibition, hits mostly inhibitors | 580,000 tested, 1.1% active; note: potency is the fitted concentration of half-maximal effect; % is set by controls: 0 for no effect and ±100 for the full control effect
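Hydroperoxide product was detected by ferrous iron/xylenol orange as the 573 to 405 nm absorbance ratio. Arachidonic acid at 40 uM (final) was turned over for 30 min at room temperature by 150 nM human 12hLO, pH 7.0 Hepes buffer, after 15 min compound preincubation.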
LDHA inh – LDHA (human) enzyme inhibition. P00338. purified LDHA, NADH/diaphorase-resazurin fluorescence; active compounds read low. activity change, % (values are at about 110 or 230 µM). 480,000 tested, 0.15% active. AID 1347041; in the data active = activity change below about -30%; inconclusive = mostly about -25% to -30%;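 note: plate controls were DMSO wells for no effect and wells without enzyme for full effect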
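Enzyme activity of human lactate dehydrogenase 5 (2 nM; 0.06 mM NADH, 0.2 mM pyruvate, 5 min, RT) is measured via a resazurin/diaphorase fluorescence readout of residual NADH.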
ERG Ets-DNA blk – ERG Ets/DNA interaction inhibition. 370,000 tested, 0.028% active. Potency, µM (top dose mostly 76.9 µM), inactives show at the top dose FP activity, negative = inhibition, most hits filed as inhibitors. P11308. fluorescence polarization, His-ERG Ets domain / labelled DNA; active = well fitted inhibition curve with a large enough effect in the polarisation, with a control signal flat; inconclusive = small, poorly fitted or top-dose-only effect, or effect the other way, or a change in a side signal; inactive = no such curve, though single readings can be large or run the other way; the % refers to the polarisation;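 note: polarization taken with two DNA probes labelled with fluorescein and Texas red; potency is the fitted concentration of half-maximal effect; % of control where 0% means no effect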
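His-tagged ERG Ets domain (1 uM in the protein solution; 300mM KCl, 50mM Tris-HCl, 1mM EDTA, 1mM DTT, pH 7.5) received compound, then a probe mix of 5 nM fluorescein-DNA and 100nM Texas-615-DNA. Fluorescence polarization was read for both dyes.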
D2 antagonist – D2 dopamine receptor (human) antagonism | HEK293 TREx D2 cells, calcium flux, dopamine EC80 | inhibition, % at 10 µM | P14416 | 340,000 tested, 2% active; in the data active = inhibition above about 30%; note: 0% is about no effect
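In this primary screen, negative modulation is detected by tracking calcium flux after an EC80 dopamine challenge in inducible HEK293 T-REx D2 cells preexposed to test compound for 180 s.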
RGS4 inh – human RGS4 inhibition | P49798 | Transcreener GDP fluorescence polarization, RGS4-accelerated GTP hydrolysis | Potency, µM (top dose mostly 114 µM), for inactives: at the top dose activity change, negative = inhibition, actives largely listed as inhibitors | 390,000 tested, 0.039% active | AID 504845; note: potency is the fitted concentration of half-maximal effect; % is set by controls: 0 for no effect and ±100 for the full control effect; nearly all actives have a fitted effect of over 75% in size; some results filed as inactive show a strong effect at the top dose
Target sequence (P49798 whole entry, looked up): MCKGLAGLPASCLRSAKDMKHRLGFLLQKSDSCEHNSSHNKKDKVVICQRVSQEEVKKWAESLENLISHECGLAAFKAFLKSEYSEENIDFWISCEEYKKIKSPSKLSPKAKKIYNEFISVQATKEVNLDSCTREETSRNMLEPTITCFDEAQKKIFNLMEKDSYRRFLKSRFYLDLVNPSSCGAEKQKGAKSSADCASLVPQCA
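MLSMR compounds (23 nl, pin-transferred) preincubated 10 min at room temperature with a 500nM (2x) first reagent, then RGS4 at 900nM (2x) plus Transcreener GDP mix added; fluorescence polarization (620/688 nm) read before and after 90 min at 30 °C.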
Glioma ERSR ind – induces the endoplasmic reticulum stress response in human glioma cells. Potency, µM, for inactives: at the highest dose activation, hits mostly activators. 420,000 tested, 0.02% active. U87-MG GRP78 promoter luciferase reporter, 16 h; note: potency is the fitted concentration of half-maximal effect; series mostly up to about 76 µM; % of control where 0% means no effect; nearly all actives have a fitted effect of over 35% in size
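Stably transfected U87-MG human glioma cells carrying a GRP78-based luminescent sensor were seeded at 1000 cells/well, pin-dosed with compounds and incubated 16 h. Luciferase reagent was then added, and end-point luminescence was read after 10 min at room temperature.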
* = called active by the depositor; ? = inconclusive; / = not tested or not shown; [ ] = dose if it differs, or a comment. Unless noted, calls come from the whole dose curve; as a rule, active = well fitted curve in the direction sought with a large enough effect; inconclusive = small, poorly fitted or top-dose-only effect, or another doubt; inactive = no such curve, though single readings can be large; an effect the other way counts as inactive or inconclusive. Some of the compounds tested. The share of hits here may be higher or lower than overall.

SMILES	Vif-APOBEC3F blk	Vif-A3G inh	D2 agonist	12-LOX inh	LDHA inh	ERG Ets-DNA blk	D2 antagonist	RGS4 inh	Glioma ERSR ind
COc1ccc2[nH]c3c(c2c1)CCN1C(=O)C(CC(=O)NCc2cccc(C(F)(F)F)c2)C[C@H](C(=O)N(C(C)C)C(C)C)[C@@]31C (some centres undefined)	-7%	-4%	/	-14%	3	0%	/	-9%	13%
C[C@H](CO)N1C[C@H](C)[C@@H](CN(C)C(=O)Nc2ccccc2)Oc2ccc(NC(=O)Nc3ccccc3)cc2C1=O	8%	-3%	/	8%	0	-9%	/	-9%	-4%
Cc1ccc(C)c(NC(=S)NNC(=S)Nc2ccc(C(C)C)cc2)c1	?	-1%	8.4	35µM*	-2	-9%	-6	?	-1%
CC(C)=C1C2CCC1C1C(=O)N(c3nc(-c4ccc(C(C)C)cc4)c(C)s3)C(=O)C21 (centres undefined)	0%	5%	-0.6	-10%	-3	1%	9	14%	5%
COc1cc(NC(=O)C2CCCN2S(=O)(=O)c2ccc3c(c2)CCC(=O)N3)cc(OC)c1 (centres undefined)	0%	0%	0.1	-10%	6	-5%	-7	-4%	-3%
Cc1cccc(C)c1NC(=O)CN(C)CC(=O)Nc1ccccc1Oc1ccccc1	-18%	-2%	0.6	3%	-10	5%	1	-10%	-4%
CC(=NNC(=S)SCc1ccccc1)c1ccccn1	-12%	-5%	/	?	1	/	/	?	-1%
Cc1cc(OCC(=O)N(C)c2c(N)n(Cc3ccccc3)c(=O)[nH]c2=O)c(C(C)C)cc1Cl	-2%	0%	0.3	-2%	-7	-6%	21	-1%	-4%
CCS(=O)(=O)N1CCC2(CC1)OC(=O)C(C)=C2C(=O)NCc1cccc(Cl)c1	4%	3%	0.8	-16%	-8	1%	/	21%	-1%
Cc1ccc2nc(SC(C)C(=O)Nc3cccc([N+](=O)[O-])c3)[nH]c2c1 (centres undefined)	1%	0%	2.1	-14%	-2	6%	-38	11%	-1%
Cc1c(C(=O)O)cccc1-c1ccc(/C=N/n2cnnc2)o1	-11%	2%	0.3	-9%	-11	3%	7	5%	4%
Clc1ccc(-c2csc(-c3ccno3)n2)cc1	-5%	-2%	-1.0	?	-7	-7%	-3	-44%	4%
Cc1ccc(C(=O)N/C(=C\c2cn(S(=O)(=O)N(C)C)c3ccccc23)C(=O)NCCCN2CCOCC2)cc1	-11%	5%	-0.6	19%	-2	0%	-20	-8%[56.9 µM]	-2%
Cn1c(=O)[nH]c2nnc(-c3ccc(Cl)c(Cl)c3)nc2c1=O	14%	-4%	-1.4	0%	12	8%	12	-41%	0%
CCC1CCCCN1C(=O)CSc1nnc2nc(C)cc(C)n12 (centres undefined)	1%	1%	-0.7	-22%	-1	-6%	5	-4%	-4%
COc1ccc([N+](=O)[O-])cc1NC(c1nnc(-c2ccccc2)o1)c1ccccc1F (centres undefined)	-4%	-3%	0.5	-16%	7	-10%	/	-40%	-1%
C/C(=N\NC(=O)C1CCCC1)c1ccc(Cl)cc1Cl	-7%	0%	0.6	3%	-5	8%	-4	6%	-2%
CC(CN1CCOCC1)OC(=O)CCc1ccccc1 (centres undefined)	16%	0%	-0.4	-2%	-7	-6%	-7	15%	-1%
Cc1cc(C(=O)COC(=O)CC2Sc3ccccc3NC2=O)c(C)n1-c1ccc2c(c1)OCO2 (centres undefined)	0%	-4%	-0.8	-10%	-3	8%	9	12%	2%
CCn1c(C(=O)NCc2ccccc2)cc2sc(Cl)cc21	-5%	-17%	-0.6	-27%	-18	-2%	/	21%	-2%
COc1ccc(OC)c(CCNc2nc3ccccc3c3nc(-c4cccnc4)nn23)c1	4%	12%	0.3	-7%	-9	-10%	/	0%	-3%
Cc1ccc(S(=O)(=O)N2CCOCC2)cc1NC(=O)C1=NN(c2ccccc2)C(=O)CC1	-6%	-1%	0.2	11%	-5	-4%	-14	3%	-4%
Cc1[nH]c2ccccc2c1C1(O)C(=O)N(Cc2ccccc2Cl)c2ccccc21 (centres undefined)	-17%	-4%	0.9	-38%	4	2%	/	-3%	1%
N#Cc1c(NC(=O)c2cnn3cccnc23)sc2c1CCCC2	-2%	-10%	0.5	-16%	-9	1%	-12	-4%	1%
CC(=O)Nc1cc[n+](CC(=O)c2ccc(Cl)cc2)cc1	1%	-5%	0.3	134%[activator]	1	9%	-14	4%	-2%
CCc1ccc(NC(=O)N2CCN(c3ccc(F)cc3)CC2)cc1	1%	3%	0.8	-2%	-11	2%	14	39%	-2%
O=C(CSc1nnc(SCC(=O)NCc2ccc3c(c2)OCO3)s1)NCc1ccc2c(c1)OCO2	-4%	0%	0.3	0%	-2	-4%	-18	-25%	-4%
COc1ccc(/C=C/C=C2\N=C(SC)SC2=O)cc1	-5%	0%	2.4	-13%	-3	-5%	1	-17%	1%
COc1ccc(S(=O)(=O)N2CCOCC2)cc1NC(=O)Cc1ccccc1Cl	7%	-6%	0.1	-22%	-5	-2%	-25	-23%	-1%
Cc1ccccc1NC(=O)N1CCC(C(=O)c2ccc(F)cc2)CC1	9%	-3%	0.1	-1%	-2	-7%	14	37%	-4%
O=C(NCc1ccco1)/C(=C/c1cccc([N+](=O)[O-])c1)NC(=O)c1ccco1	?	-1%	-0.4	2%	-17	4%	-1	-20%	-2%
COCCC(=O)N1CCC(Oc2ccc(C(=O)NCc3cccc(C)n3)cc2)CC1	-10%	1%	-0.2	0%	-6	9%	-10	-3%	-2%
COc1ccc(C(=O)NCc2ccccc2C)cc1S(=O)(=O)NC1CCCC1	-1%	0%	/	2%	-1	7%	/	8%	-1%
CCN(c1ccc(C)cc1)S(=O)(=O)c1nnc(NC(=O)c2ccco2)s1	2%	0%	0.9	-15%	0	19%	1	-20%	-5%
CCOCCOC(=O)c1[nH]c2c(c1C)C(=O)CC(c1cc(OC)c(OC)c(OC)c1)C2 (centres undefined)	-2%	-1%	-0.6	0%	-2	-4%	0	11%	-8%
COc1ccc2cc(C(N)=O)c(=Nc3ccccc3)oc2c1	2%	0%	0.4	-22%	-13	4%	5	5%	-3%
Cc1ccsc1C(=O)OCC(=O)Nc1cccc(S(=O)(=O)N2CCCCC2)c1	1%	0%	/	?	-16	/	/	/	-4%
Cn1c(=O)c2c(nc(CN3CCc4ccccc4C3)n2Cc2ccc(F)cc2)n(C)c1=O	-3%	-2%	/	-24%[57.4 µM]	16	/	/	-38%	-4%
Cc1ccc(SC[C@H](c2ccccc2)N2CCN(CCc3ccccc3)CCC2=O)cc1	-5%	4%	0.3	-21%	1	-2%	41*	4%	4%
O=C(Nc1ccccc1Cl)C1Cc2ccccc2O/C1=N\O (centres undefined)	5%	-4%	0.3	-3%	-1	7%	1	-25%	2%
O=C(CCN1CCN(C/C=C/c2ccccc2)CC1)Nc1cccc(F)c1	-10%	4%	1.6	-3%	-12	0%	-21	-3%	-3%
C[C@H](CO)N1C[C@H](C)[C@@H](CN(C)C(=O)Nc2ccccc2)Oc2ccc(NC(=O)c3ccncc3)cc2C1=O	-2%	3%	/	-8%	-2	2%	/	-11%	0%
CN1CCOc2cc(S(=O)(=O)NCc3ccc(S(N)(=O)=O)cc3)ccc21	6%	1%	0.2	-11%	-7	-8%	3	17%	-3%
c1ccc(Nc2nc(N3CCCC3)nc(N3CCCC3)n2)cc1	3%	4%	0.2	-28%	-6	-3%	-15	-5%	-3%
CC1=C(C(=O)OCC2CCCO2)C(c2ccsc2)C2=C(CC(C)(C)CC2=O)N1 (centres undefined)	5%	-5%	-0.6	?	-4	-14%	4	11%[56.9 µM]	-2%
Nc1nnn(CC(=O)N/N=C/c2ccc(Cl)cc2Cl)n1	-1%	-1%	0.2	159%[activator]	-13	-15%	5	31%	-6%
Cn1ccc2cc(S(=O)(=O)N3CCCC(C(=O)NCc4ccccc4F)C3)ccc21 (centres undefined)	4%	-4%	-0.7	-26%	-8	-1%	/	4%	-2%
Cc1ccsc1/C=N/NC(=O)Cc1ccc([N+](=O)[O-])cc1	?	-5%	/	167%[activator]	-6	8%[15.4 µM]	/	-1%	-2%
CC(NC(=O)Cc1ccc(S(=O)(=O)N2CCCCC2)cc1)c1ccccc1 (centres undefined)	1%	-7%	0.3	5%	-1	1%	2	9%	-6%
CCOc1ccc(NC(=O)CSC2=Nc3ccccc3C3=NC(Cc4ccccc4)C(=O)N23)cc1 (centres undefined)	0%	-3%	0.3	?	-7	4%	/	15%	2%
COc1ccccc1-c1nnc(SCC(N)=O)o1	/	/	1.6	-11%	4	-3%	/	12%	/
Cc1cc(C#N)c2ccccc2n1	-4%	0%	-1.6	142%[activator]	-4	13%	-26	-12%	1%
Cc1ccccc1C(=O)N/C(=C/c1ccc(-c2cccnc2Cl)o1)C(=O)NCCCN1CCN(C)CC1	-5%	-1%	-0.6	-5%	7	-2%	0	3%	-5%

2 successive entries from above, for reference:
SMILES	Vif-APOBEC3F blk	Vif-A3G inh	D2 agonist	12-LOX inh	LDHA inh	ERG Ets-DNA blk	D2 antagonist	RGS4 inh	Glioma ERSR ind
Cc1cc(C#N)c2ccccc2n1	-4%	0%	-1.6	142%[activator]	-4	13%	-26	-12%	1%
Cc1ccccc1C(=O)N/C(=C/c1ccc(-c2cccnc2Cl)o1)C(=O)NCCCN1CCN(C)CC1	-5%	-1%	-0.6	-5%	7	-2%	0	3%	-5%

Screening data deposited in PubChem BioAssay by National Center for Advancing Translational Sciences (NCATS).
